WRN helicase inh = inhibitors of human WRN helicase; WRN helicase unwinding, fluorescent forked duplex, kinetic; Potency, µM (doses to about 114 µM), for inactives: top-dose activity change, negative = inhibition, most hits filed as inhibitors; 360,000 tested, 0.46% active; note: potency is the fitted concentration of half-maximal effect; % is set by controls: 0 for no effect and ±100 for the full control effect; nearly all actives have a fitted effect of over 55% in size
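Kinetic fluorescence helicase assay: unwinding of a quenched forked DNA duplex (100 nM final) with 2 mM ATP final raises red fluorescence (525/598 nm). Compounds sat 15 min at room temperature with 20 nM WRN beforehand.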
FUS suppressor = FUS proteinopathy suppression in yeast | S. cerevisiae FUS-expressing, growth rescue, OD600, 24 h | Potency, µM (series often up to 76.6 µM), inactives show at the top dose growth rescue (activation), hits mostly activators | 390,000 tested, 0.24% active | AID 1347120;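 note: potency is the fitted concentration of half-maximal effect; plate controls were DMSO vehicle for no effect and reference control for full effect; nearly all actives have a fitted effect of over 55% in size; some results filed as inactive show a strong effect at the top dose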
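Galactose (2%) drives FUS expression in yeast precultured in raffinose; seeding density OD 0.005. Test compounds incubated 24hr at 30C and 99% humidity before absorbance at 600 nm was measured.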
aSyn rescue = rescues yeast growth from alpha-synuclein toxicity; Yeast expressing alpha-synuclein, growth rescue, BacTiter-Glo, 24 h; Potency, µM (series often up to 46.1 µM), for inactives: at the top dose growth rescue (activation), most hits filed as activators; 370,000 tested, 0.14% active; AID 652106; note: potency is the fitted concentration of half-maximal effect; % of control where 0% means no effect; nearly all actives have a fitted effect of over 65% in size
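Rescue of yeast growth: cells expressing toxic alpha-synuclein, induced in galactose at OD600 0.02, incubated with compound 24 h at 30 C. ATP luminescence quantified growth; inhibitors of toxicity appear as activators.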
EPAC1 antagonist = blocks human EPAC1 exchange factor. EPAC1 GEF assay, Rap1b-BODIPY-GDP exchange fluorescence. O95398. AID 720709. Potency, µM (titrated, usually from 115 µM), for the others: at the highest dose activity change, negative = inhibition, usual class: inhibitors. 360,000 tested, 0.14% active;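 note: potency is the fitted concentration of half-maximal effect; plate controls were vehicle for no effect and positive control for full effect; nearly all actives have a fitted effect of over 50% in size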
Target sequence (O95398 whole entry, looked up): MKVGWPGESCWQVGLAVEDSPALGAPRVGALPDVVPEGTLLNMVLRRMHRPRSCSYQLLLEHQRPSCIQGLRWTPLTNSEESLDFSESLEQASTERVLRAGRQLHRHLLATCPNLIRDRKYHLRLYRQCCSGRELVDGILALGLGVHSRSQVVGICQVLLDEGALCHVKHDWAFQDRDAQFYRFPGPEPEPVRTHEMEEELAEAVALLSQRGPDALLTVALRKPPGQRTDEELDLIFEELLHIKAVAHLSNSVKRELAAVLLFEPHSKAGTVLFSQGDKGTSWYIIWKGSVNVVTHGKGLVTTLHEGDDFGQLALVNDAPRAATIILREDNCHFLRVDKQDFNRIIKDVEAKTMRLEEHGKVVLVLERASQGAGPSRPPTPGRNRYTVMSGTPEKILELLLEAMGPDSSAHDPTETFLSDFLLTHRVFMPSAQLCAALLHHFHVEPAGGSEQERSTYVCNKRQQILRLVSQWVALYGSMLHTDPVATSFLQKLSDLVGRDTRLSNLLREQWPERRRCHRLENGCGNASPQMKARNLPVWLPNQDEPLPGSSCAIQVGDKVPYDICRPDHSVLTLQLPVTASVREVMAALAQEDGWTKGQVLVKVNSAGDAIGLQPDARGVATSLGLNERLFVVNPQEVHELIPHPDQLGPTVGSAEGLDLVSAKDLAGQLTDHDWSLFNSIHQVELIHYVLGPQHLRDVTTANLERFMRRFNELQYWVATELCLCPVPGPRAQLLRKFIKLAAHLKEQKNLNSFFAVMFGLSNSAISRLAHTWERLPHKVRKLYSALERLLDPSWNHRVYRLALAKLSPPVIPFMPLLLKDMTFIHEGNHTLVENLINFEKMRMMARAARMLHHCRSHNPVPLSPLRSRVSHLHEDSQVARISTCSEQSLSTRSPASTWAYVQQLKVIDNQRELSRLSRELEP
Abeta rescue = compounds reversing amyloid beta toxicity in yeast; Potency, µM (titrated, usually from 46.1 µM), for the others: top-dose growth rescue, hits mostly activators; 410,000 tested, 0.063% active; yeast expressing A-beta42, growth rescue, OD600, 48 h; response scale: 0% DMSO, 100% iron-clioquinol control; AID 1347071; note: potency is the fitted concentration of half-maximal effect; nearly all actives have a fitted effect of over 55% in size
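Yeast A-beta toxicity model in growth medium with pinned compounds, 48 h at 30 C; growth read as absorbance at 600 nm. Normalized to FeCl3/clioquinol equimolar mix (positive) and DMSO (negative).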
PLK1 PBD inh = PLK1 (human) polo-box domain binding inhibition | 360,000 tested, 2.8% active | P53350 | Plk1 PBD binding of FITC phosphopeptide, fluorescence polarization | Potency, µM, inactives show max response, negative = inhibition, hits mostly inhibitors | AID 720504; note: potency is the fitted concentration of half-maximal effect; series mostly up to about 57 µM; % is set by controls: 0 for no effect and ±100 for the full control effect; nearly all actives have a fitted effect of over 65% in size
IL2 activator = IL-2 activation | IL-2 activation reporter assay, cell-based qHTS; stimulated with anti-CD3/CD4/CD28 beads; in transgenic mouse T cells | activation, % (series mostly up to about 46 µM) | 360,000 tested, 0.065% active | AID 652025; in the data active = activation above about 50%; inconclusive = mostly about 30% to 49%; note: 0% is about no effect
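Unstimulated transgenic mouse T cells, 750 per well, received compound and, after 60 minutes, anti-CD3/anti-CD4 bead plus anti-CD28 stimulation. EGFP and DsRed were quantified after 18 hours.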
PI5P4Ka inh = PI5P4K alpha (human) kinase inhibition | AID 652105 | PI5P4Kalpha enzyme, ADP-Glo luminescence, 60 min; active compounds read low | max response, % | 330,000 tested, 1.2% active; active = max response of -50% or lower; inconclusive = between -30% and -50%; inactive = -30% or higher; note: value at the top dose of about 77 µM; % is set by controls: 0 for no effect and ±100 for the full control effect
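qHTS, 1536-well: enzyme/substrate mix, compound by pin tool, 5 microM ATP final; RT 60 min; ADP-Glo reagents 1 (45 min) then 2 (30 min); luminescence.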
EPAC1 agonist = agonists of human EPAC1; O95398; EPAC1 agonist qHTS, biochemical assay; response scale: 100% = response to 6.5 mM cAMP; Potency, µM (doses to about 154 µM), without a hit: at the top dose activation, actives largely listed as activators; 360,000 tested, 0.073% active; note: potency is the fitted concentration of half-maximal effect; nearly all actives have a fitted effect of over 60% in size
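Multi-concentration qHTS readout: loss of Rap1B-bound BODIPY-GDP fluorescence driven by 100 nM EPAC1 with excess GDP (50 uM), monitored kinetically at room temperature; agonist response expressed relative to 6.5 mM cAMP.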
Starred values were filed as active, the others as inactive; ? = inconclusive; / = no result given; & = joins results of further samples; [ ] = remark or other dose. Unless noted, calls come from the whole dose curve; as a rule, active = well fitted curve in the direction sought with a large enough effect; inconclusive = small, poorly fitted or top-dose-only effect, or another doubt; inactive = no such curve, though single readings can be large; an effect the other way counts as inactive or inconclusive. Compounds as they come. Share with any hit: about 4.1%.

structure	Abeta rescue	PI5P4Ka inh	IL2 activator	EPAC1 agonist	WRN helicase inh	EPAC1 antagonist	PLK1 PBD inh	FUS suppressor	aSyn rescue
CCc1nn(CC(=O)N2CCC(C)CC2)c(=O)c2cccn12	0.9%	-1.7	-0.4	9.2%	-0.5%	-5.5%	-3.8%	-27.2%	-0.6%
CCn1cc(C(=O)NCc2ccc3c(c2)OCO3)c(=O)c2cc(S(=O)(=O)N(C)C)ccc21	6.4%	2.4	0.0	-15.1%	-9.4%	-26.9%	-3.5%	41.9%	-6.1%
CCOc1ccc(Nc2nc(Cc3nnc(SCC(=O)O)o3)cs2)cc1	2.3%	/	-0.3	2.8%	-27.8%[57.1 µM]	-8.2%	-18.2%	13.0%	-7.5%
O=C(Nc1nc(-c2ccccc2)nc2ccccc12)c1ccc(F)cc1	-0.9%	-2.4	-4.0	11.8%	-21.2%[57.1 µM]	-15.6%	-14.9%	-9.2%	-7.9%
CCOC(=O)C1=C(N)Oc2cc(C)n(C)c(=O)c2C1c1ccncc1 (stereo not drawn)	-4.0%	-8.9	-2.0	3.2%	2.1%	-11.9%	-6.9%	8.3%	-1.1%
CCOc1ccc(CCNC(=O)COC(=O)COc2ccc(C#N)cc2)cc1OCC	5.5%	1.1	-0.7	-8.8%	-2.1%	7.6%	-2.3%	/	-0.5%
COc1cccc(CNc2nc3cc(-c4cccc(Cl)c4)sc3c(=O)n2C)c1OC	10.8%	34.2	0.7	-8.4%	-0.4%[57.1 µM]	-14.3%	-10.5%	6.1%	-2.7%
Cc1nc2nc[nH]n2c(=O)c1NC(=O)CCc1ccccc1	-0.9%	3.5	3.3	-0.1%	-7.5%	-2.2%	-1.9%	-29.8%	-7.4%
Cc1cc(NS(=O)(=O)c2ccccc2)n(-c2ccccc2)n1	1.8%	/	2.0	8.9%	-10.6%	16.0%	-9.1%	?	-28.4%
O=S(=O)(Nc1cccnc1)c1cccnc1	-9.6%	1.3	-0.4	2.7%	3.8%	-9.9%	-13.7%	7.6%	-6.2%
N/C(=N\OS(=O)(=O)c1ccc(Br)cc1)c1ccncc1	1.0%	/	-1.6	3.7%	10.0%	13.8%	-15.1%	25.5%	-3.1%
N#C/C(=C\c1ccc(Sc2nc3ccccc3[nH]2)o1)c1ccccc1	13.5%	0.8	1.6	20.9%	-10.9%	-7.0%	-7.0%	?	7.2%
CC1=NN(c2cccc(C(=O)O)c2)C(=O)/C1=C\C=C/c1ccccc1	0.4%	-30.0	-1.3	-3.1%	?	-6.0%	5.32µM*	1.1%	7.6%
CC(C)C[C@H](NC(=O)C1CCN(S(=O)(=O)c2ccccc2)CC1)C(=O)NCc1ccccn1	0.0%	1.8	-2.6	-3.0%	2.6%	6.1%	-9.1%	-10.8%	-3.4%
COC(=O)c1[nH]c2c(c1C)C(=O)CC(c1ccccc1)C2 (stereo not drawn)	-10.0%	/	-2.7	5.6%	-10.7%	11.3%	-14.3%	11.4%	-2.4%
Cc1nn2c(CN(C(=O)CN3CCOCC3)c3ccccc3)nnc2c2ccccc12	-24.3%	-7.1	-3.0	-4.7%	-3.3%	4.4%	2.1%	14.5%	-1.3%
C(=N\N1CCOCC1)/c1nc(-c2ccccc2)n2ccccc12	9.1%	-8.6	-1.5	-6.8%	-7.2%	-7.3%	-5.0%	3.5%	10.7%
CCOc1cc(/C=C2\SC(=S)N(NS(=O)(=O)c3ccc(C)cc3)C2=O)ccc1O	-64.5%[inhibitor]	-58.7*	0.5	-5.2%	50.1µM*	?	-1.2%	10.8%	1.1%
COc1cccc(NCc2cc(=O)oc3cc(C)c(O)cc23)c1	1.8%	0.2	0.5	2.3%	11.1%	-9.0%	-13.9%	-2.2%	0.0%
Cc1ccc(-c2cc(C(=O)NCc3ccccn3)c3ccccc3n2)cc1	-4.6%	0.0	-0.7	-1.7%	-5.7%	-11.2%	?	4.6%	-4.7%
O=C(O)Cn1c(=O)c2cccn2c2ccccc21	-23.7%	1.5	0.0	8.0%	0.8%	-1.7%	-9.6%	-27.5%	-1.7%
CCOCCCNC(=S)N1CCCC(c2nc3ccc(C)cc3[nH]2)C1 (stereo not drawn)	-14.8%	-2.3	-2.8	13.0%	12.2%	-13.2%	-15.6%	-24.0%	-3.8%
O=C(NC1CCCCCC1)c1cc(-c2ccccn2)nc2ccccc12	0.7%	-5.8	-3.6	2.8%	-1.6%	-18.4%	-16.0%	21.8%	-0.9%
COc1cc(S(=O)(=O)n2ccc(C)n2)ccc1Cl	3.3%	-3.8	-0.9	0.1%	-0.1%[57.1 µM]	-21.3%	-3.6%	8.5%	2.5%
CCOc1c2ccc(C(=O)NC3CCCc4ccccc43)cc2nn1C (stereo not drawn)	8.8%	-1.8	0.6	3.8%	-0.7%	-7.6%	1.6%	9.5%	6.1%
Cc1noc(NS(=O)(=O)c2ccc(NC(=O)c3nn(-c4ccccc4)ccc3=O)cc2)c1C	-6.8%	-2.8	-1.9	9.7%	6.1%	-22.8%	-12.0%	-2.4%	-1.7%
COc1cc(C(=O)Nc2sc3c(c2C(=O)O)CCC(C)C3)cc(OC)c1OC (stereo not drawn)	-0.1%	-5.3	0.3	9.3%	-7.3%	-1.9%	?	23.1%	-0.3%
O=C(Nn1c(O)c(C=C2N=c3ccccc3=N2)sc1=S)c1cccc(Cl)c1	-1.9%	/	-0.7	1.8%	-18.2%	-11.0%	-14.2%	37.1%	-8.1%
COC(=O)c1ccc(CN(C(=O)N2CCN(C)CC2)S(=O)(=O)c2ccc(C)cc2)cc1	7.6%	0.4	1.2	3.7%	-15.1%	-12.7%	-3.0%	7.6%	0.5%
C[C@H](CO)N1C[C@H](C)[C@@H](CN(C)Cc2ccc(Oc3ccccc3)cc2)Oc2c(NC(=O)C3CC3)cccc2C1=O	3.2%	8.1	-0.7	-1.5%	-5.4%	-6.2%	0.3%	23.2%	2.8%
Cc1ccc(Nc2c(-c3ccco3)nc3nc(C)cc(C)n23)cc1	-6.0%	-21.8	-3.6	-1.9%	-11.3%[57.1 µM]	-12.2%	-6.5%&-12.7%	22.4%	0.9%&-6.8%
CCc1ccc(N2CC(C(=O)NCc3ccc4c(c3)OCO4)CC2=O)cc1 (stereo not drawn)	5.1%	/	-1.3	-1.3%	-9.0%	0.3%	3.4%	-7.7%	2.3%
CCC(=O)NNc1nc2c(Cl)cccc2s1	2.8%	-3.0	-2.9	-1.3%	0.1%	0.2%	-0.4%	-19.2%	-1.2%
CCOC(=O)C1=c2/c(=C/c3ccncc3)c(N)c(C(=O)OC)n2C(=O)C(c2ccncc2)S1 (stereo not drawn)	23.6%	-7.9	0.2	6.1%	-5.3%	3.4%	-10.5%	-5.1%	-5.1%
Cc1ccc(N2C(N)=C(C#N)C(c3cc(CN4CCOCC4)cs3)C3=C2CC(C)(C)CC3=O)cc1 (stereo not drawn)	-11.7%	-1.3	-0.2	-3.7%	7.6%	3.0%	-6.7%	19.5%	-1.5%
N#Cc1c(N)nc2c(c1N)CC(=O)N2c1ccccc1-c1ccccc1	-1.8%[9.22 µM]	-6.9	-2.4	-3.2%	-11.3%	0.3%	1.4%	-20.6%	-13.7%
COC1(c2cc(-c3ccccc3)nc(N)n2)CCCCC1	-72.5%[inhibitor]	/	-1.5	-3.8%	-2.8%	4.0%	3.4%	36.1%	-1.8%
CCOC(=O)c1cnc2ccc(OC)cc2c1Nc1ccc2c(c1)OCCO2	19.5%	4.1	-3.0	17.0%	-8.6%[57.1 µM]	-17.7%	-4.5%	10.4%	-6.6%
CN(C)C(=S)Nc1ccc(S(=O)(=O)N2CCCCC2)cc1	-1.2%	5.0	2.8	-2.9%	-1.4%	-6.7%	4.2%	12.5%	0.7%
CC1=C(C(=O)NCc2ccc(Cl)cc2)C2(CCC(C)CC2)OC1=O (stereo not drawn)	-35.9%&-5.6%[inhibitor]	18.4	-0.6	-3.3%	-6.9%	-4.1%	-4.7%	7.7%&-16.3%	8.8%
COc1ccc(O)c(CN2CCCC(N3CCN(c4ccccc4OC)CC3)C2)c1 (stereo not drawn)	-3.5%	-4.1	-0.6	1.0%	12.1%	4.8%	-17.2%	-1.5%	-7.6%
Cc1ccc(C)c(S(=O)(=O)NCc2ccc(C(=O)N3CC(C)OC(C)C3)cc2)c1 (stereo not drawn)	3.1%	-4.6	-0.4	0.7%	2.3%	12.9%	-28.7%	19.9%	0.4%
Cc1nn(C)cc1C(=O)Nc1ccccc1Br	-8.6%	-5.0	-0.5	-1.1%	-1.9%	-5.1%	-7.4%	9.3%	4.8%
COCCNC(=O)CCSc1nc(-c2ccc(OC)cc2)cc(C(F)(F)F)n1	-23.3%&-20.1%	5.4	-4.0	-4.8%	6.1%[57.1 µM]	3.5%	-7.1%	7.3%&21.3%	-1.8%
O=C(NCCCN1CCCC1=O)C(=O)NCC1OCCN1S(=O)(=O)c1ccc(Br)cc1 (stereo not drawn)	-2.0%	-2.4	-3.4	5.9%	-25.2%	-21.5%	-5.0%	/	-2.4%

Two compounds picked at random from those above:
structure	Abeta rescue	PI5P4Ka inh	IL2 activator	EPAC1 agonist	WRN helicase inh	EPAC1 antagonist	PLK1 PBD inh	FUS suppressor	aSyn rescue
O=C(NCCCN1CCCC1=O)C(=O)NCC1OCCN1S(=O)(=O)c1ccc(Br)cc1 (stereo not drawn)	-2.0%	-2.4	-3.4	5.9%	-25.2%	-21.5%	-5.0%	/	-2.4%
Cc1nn(C)cc1C(=O)Nc1ccccc1Br	-8.6%	-5.0	-0.5	-1.1%	-1.9%	-5.1%	-7.4%	9.3%	4.8%
